High-throughput results (PubChem)
STAT3 act: STAT3 signaling activation; AID 871; activation (% of control), % at 5.6 µM; U3A cells, IL-6 STAT3-luciferase reporter, luminescence; 100% = signal with IL-6 EC80 alone; 190,000 tested, 0.91% active;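 active = activation above the screen-wide mean of compound activation plus 3 SD, cut at about 130% in these data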;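 note: 0% = background luminescence of wells with medium and substrate only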
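Assay system – human STAT1-deficient U3A cells with stable STAT3-luciferase reporter · Also added – IL-6 (33 ng/mL) · Schedule – compound 1 h, then IL-6 6 h at 37 °C · Technique – reporter luminescence signal · Evaluation – % activation versus median of IL-6-stimulated wells · Benchmarks – IL-6-only wells as 100% reference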
Hsp70 act: transcriptional activators of Hsp70 | HeLa Hsp70 promoter luciferase reporter, luminescence; scaled: vehicle 0, proteasome-inhibitor control 100% | activation, % at 10 µM | 200,000 tested, 0.04% active | AID 1203;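 active = activation above the mean across all tested compounds plus 3 SD, cutoff set per campaign, cut at about 5.5% in these data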;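 note: 100% = MG132 at 30 µM as the positive control and 0% = DMSO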
NF-kB expr up: raises NF-kB expression in human neuronal cells | AID 1239 | fold change at 12.5 µM | 190,000 tested, 1.6% active | NF-kB reporter expression; hits give high values; in the data active = fold change above about 3.3
STAT1 act: increases IFN-gamma driven STAT1 reporter signal | AID 932 | 200,000 tested, 2.6% active | NIH 3T3 STAT1-luciferase reporter, luminescence; 100% = IFN-gamma alone, no compound | activation (% of control), % at 5.5 µM;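 active = activation above the screen-wide mean activation plus 3 SD, cut at about 130% in these data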;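 note: raw ratio to IFN-gamma control signal so 100% means no change and 0% no light; values of inactives mirror those of a sister screen read the other way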
APP 5'UTR act: activates APP 5'UTR luciferase reporter | 190,000 tested, 1% active | activation, % at 2 µM | SH-SY5Y APP 5'UTR luciferase reporter, luminescence; zero percent = DMSO vehicle wells | AID 1276;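 active = activation above a set limit, based on mean plus 3 SD of controls, cut at about 140% in these data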; note: values of inactives mirror those of a sister screen read the other way
STAT3 blocker: reduces IL-6 driven STAT3 reporter signal | U3A cells, IL-6 STAT3-luciferase reporter, luminescence; host cell line lacks STAT1 | inhibition, % at 5.5 µM | 190,000 tested, 0.89% active;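 active = inhibition above the mean inhibition across all screened compounds plus 3 SD, cut at about 44% in these data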;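 note: 0% = DMSO only wells and 100% = 100 µM nifuroxazide control wells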
HMGR II inh: blocks class II HMG-CoA reductase of Enterococcus faecalis | purified E. faecalis HMGR, NADPH absorbance 340 nm kinetic | inhibition, % at 10 µM | 190,000 tested, 0.41% active;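 active = inhibition above a set limit, the median over all tested compounds plus 3 SD, cut at about 9.5% in these data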;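 note: enzyme runs in reverse so mevalonate oxidation gives rising NADPH absorbance; 0% = complete reaction with DMSO and 100% = background rate lacking mevalonate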
STAT1 blocker: inhibitors of IFN-gamma induced STAT1 signaling; NIH 3T3 STAT1-luciferase reporter, luminescence; inhibition, % at 5.5 µM; 200,000 tested, 0.35% active;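 active = inhibition above a set limit, the mean inhibition across all tested compounds plus 3 SD, cut at about 34% in these data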;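 note: 0% = IFN-gamma with DMSO and 100% = IFN-gamma with 300 µM nifuroxazide; values of inactives mirror those of a sister screen read the other way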
TLR4 MyD88 comp: blocks binding of human TLR4 to MyD88; O00206+Q99836; HeLa CL3-4 TLR4/MyD88 BLA complementation, FRET ratio; inhibition, % at 8.4 µM; 200,000 tested, 0.18% active; in the data active = inhibition above about 25%;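 note: 0% = vehicle and 100% = reference inhibitor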
Target sequence (O00206 whole entry, looked up): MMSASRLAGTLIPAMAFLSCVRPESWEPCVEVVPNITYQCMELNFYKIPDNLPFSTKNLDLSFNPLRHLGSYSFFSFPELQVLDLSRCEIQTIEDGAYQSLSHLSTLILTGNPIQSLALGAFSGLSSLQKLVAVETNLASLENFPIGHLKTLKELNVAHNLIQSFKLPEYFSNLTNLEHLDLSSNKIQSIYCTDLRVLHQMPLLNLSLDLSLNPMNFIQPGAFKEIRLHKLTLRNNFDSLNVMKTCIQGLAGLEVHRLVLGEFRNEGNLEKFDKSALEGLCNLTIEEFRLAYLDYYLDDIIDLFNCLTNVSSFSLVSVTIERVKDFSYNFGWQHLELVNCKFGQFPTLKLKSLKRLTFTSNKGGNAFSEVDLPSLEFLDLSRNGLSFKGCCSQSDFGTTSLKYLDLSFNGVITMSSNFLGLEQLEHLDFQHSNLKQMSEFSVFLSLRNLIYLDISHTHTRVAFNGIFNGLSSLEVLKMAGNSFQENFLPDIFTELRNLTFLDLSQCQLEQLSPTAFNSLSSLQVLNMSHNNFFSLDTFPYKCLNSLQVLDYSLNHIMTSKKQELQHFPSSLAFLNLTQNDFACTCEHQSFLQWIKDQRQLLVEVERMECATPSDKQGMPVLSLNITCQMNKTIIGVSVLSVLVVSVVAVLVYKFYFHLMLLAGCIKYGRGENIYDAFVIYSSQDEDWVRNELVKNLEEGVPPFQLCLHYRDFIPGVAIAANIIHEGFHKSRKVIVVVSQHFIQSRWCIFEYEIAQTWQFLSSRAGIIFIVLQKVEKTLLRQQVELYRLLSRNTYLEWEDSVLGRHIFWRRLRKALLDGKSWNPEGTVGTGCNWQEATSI
Target sequence (Q99836 whole entry, looked up): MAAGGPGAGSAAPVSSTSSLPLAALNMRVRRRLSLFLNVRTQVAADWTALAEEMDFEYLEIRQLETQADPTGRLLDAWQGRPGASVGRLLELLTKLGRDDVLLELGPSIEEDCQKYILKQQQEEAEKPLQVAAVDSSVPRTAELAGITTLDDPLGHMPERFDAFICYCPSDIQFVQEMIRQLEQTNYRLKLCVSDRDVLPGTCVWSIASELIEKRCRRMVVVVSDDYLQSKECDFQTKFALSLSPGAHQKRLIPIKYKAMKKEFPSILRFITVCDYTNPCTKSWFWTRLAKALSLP
Redox H2O2 prof: compounds producing H2O2 with reducing agent – biochemical, NIH compound library profiling, artefact control for MLSCN library redox annotation, primary screen | DTT-dependent redox cycling H2O2, phenol red/HRP absorbance; 100% = 100 µM peroxide control, 0% = buffer | activation, % at 10 µM | 200,000 tested, 0.03% active | AID 878;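 active = activation of at least 50% relative to the plate's high and low controls in the primary single-dose screen; inactive = activation below 50%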;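 note: compound incubated with DTT at 0.8 mM final as the reducing agent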
Numbers without * were called inactive; / = no result given. The order is random; 5.6% or so of the library scored in one or more.

SMILES	STAT1 blocker	NF-kB expr up	Hsp70 act	STAT3 blocker	APP 5'UTR act	Redox H2O2 prof	STAT1 act	TLR4 MyD88 comp	STAT3 act	HMGR II inh
CN(C)C(=O)CC12CC3CC(C1)CC(CC(=O)N(C)C)(C3)C2	-6	1.1	-0.1	13	0	-0.5	104	-2	93	0
CCCCC(=O)Nc1nc(C)c(-c2csc(Nc3ccc(Cl)cc3)n2)s1	7	1.6	0.0	-60	18	-11	94	-13	149*	0
NS(=O)(=O)c1ccc(NC(=S)NC(=O)/C=C/c2ccco2)cc1	1	0.97	-0.3	-11	7	0.7	99	-5	105	0
CCOC(=O)c1c(NC(C)=O)sc2c1CCCNC2=O	-3	1.1	-0.5	7	-6	0.1	103	-6	99	-6
CC1CCCCN1C(=O)COC(=O)c1n[nH]c2ccccc12 (configuration not stated)	-14	1.8	-0.3	3	20	0.9	112	5	102	-3
CN(Cc1nc2ccccc2c(=O)[nH]1)CC(O)COCc1ccco1 (configuration not stated)	2	0.94	-0.2	14	5	3.1	99	-5	90	0
CC(=O)NC1C(=O)N=C(SCC(=O)Nc2cccc(Cl)c2)NC1=O (configuration not stated)	4	0.98	0.0	-2	-18	-0.1	96	-1	109	-6
Cc1ccc(C(NC(=O)N2CCCCC2)=C(Cl)Cl)cc1F	6	1	-0.2	-9	-37	0.5	95	-19	103	-7
CCOC(=O)c1cnc2c(ccc3ccccc32)c1NCCO	-11	1.1	0.9	20	-5	-0.2	109	19	86	-2
CC/C(Cc1ccccc1)=N\NC(=O)c1cc(C)oc1C	-4	1	-0.3	-5	26	0.4	103	-6	101	0
Cc1c(C#N)c2ccccc2n1CC(=O)NC(C)c1ccccc1 (configuration not stated)	8	0.67	-0.1	-36	9	0.2	93	-10	131	-1
CCOCCn1c(SCc2cccc(C)c2)nc2c1c(=O)[nH]c(=O)n2C	-1	0.97	-0.5	20	-6	-1.3	100	-1	87	0
c1ccc(CSc2ncnc3sccc23)cc1	-12	1.2	-0.1	12	-12	-1.2	110	8	96	-3
Cn1c(C(=O)NCc2ccco2)cc2c(=O)[nH]c3ccccc3c21	-2	1	-0.2	19	34	-1.0	100	-2	88	0
COc1ccc(/C=N/NC(=O)CCn2c3ccccc3c3ccccc32)cc1OC	2	1.3	-0.2	-2	-3	-0.4	98	2	101	-6
O=S(=O)(c1ccc(Br)cc1)c1nc(-c2ccco2)oc1NCC1CCCO1 (configuration not stated)	5	1	-0.4	0	1	-1.9	95	9	103	-4
CC(Sc1ccccc1)C(=O)NN=C1CCCC1 (configuration not stated)	-11	1.1	-0.2	-6	11	-0.3	109	-12	107	-3
CCOC(=O)CN1N=C(/C=C/c2ccc(C(C)C)cc2)CCC1=O	-30	2	0.0	-2	16	0.0	126	-2	104	2
Cc1cc(C)nc(N/N=C/c2cccc(Cl)c2)n1	-10	1.2	-0.1	12	65	-1.7	109	-3	93	-1
O=C(NCC1CCCO1)c1ccc(Oc2ccc([N+](=O)[O-])cc2)cc1 (configuration not stated)	-9	0.71	-0.1	18	-6	-0.2	106	-2	91	-2
Cc1cc(=O)[nH]c(SCC(=O)N2CCC(Cc3ccccc3)CC2)n1	3	1.2	-0.2	-4	-8	-0.9	95	-1	104	-6
COc1ccc(C2CC(c3cccs3)=NN2C(=O)CSc2nncs2)cc1OC (configuration not stated)	17	1.1	0.0	-2	-3	-0.5	85	-2	106	-2
Cc1ccc2c(c1)-c1c(cnn1CC(=O)O)CO2	-5	1	0.0	-3	-2	-0.3	105	4	107	-2
Cc1ccc(-n2cc(CNC(C)Cn3cncn3)c(-c3ccc(F)cc3)n2)cc1 (configuration not stated)	-3	1	-0.1	17	8	-1.5	101	-3	88	-11
O=C(c1ccc2c(c1)c(=O)oc1ccccc12)N1CCCCC1	-30	/	0.0	2	6	2.0	128	12	102	/
O=C(/C=C/c1cccc(Br)c1)N1CCN(c2ccccn2)CC1	-7	0.86	-0.3	-3	2	0.1	106	-5	108	-4
COc1ccc(C(=O)COC(=O)CCn2nnc(-c3cccc(O)c3OC)n2)cc1	4	1.2	0.0	-1	1	1.8	97	9	103	1
CCCCC(CC)CNC(=O)C(Cc1ccccc1)NS(=O)(=O)c1ccc2c(c1)CCC(=O)N2 (configuration not stated)	6	0.84	1.2	-7	19	-0.3	93	-3	115	1
CCOC(=O)c1c(NC(=O)C(F)(OC)C(F)(F)F)sc(C(=O)N2CCCCC2)c1C (configuration not stated)	7	0.59	-0.1	-2	4	1.9	94	-10	104	4
O=S(=O)(NC1CCCCCC1)c1cccc2cccnc12	-3	1	-0.5	5	-11	-0.3	102	4	98	-1
N#Cc1c2c(c(NCc3ccco3)n3c1nc1ccccc13)CCC2	-2	1.1	-0.2	13	2	0.2	102	-2	93	-4
O=C(/C=C/c1cccs1)Nc1ccc(N2CCOCC2)c(S(=O)(=O)Nc2ccccc2Cl)c1	-5	0.77	-0.3	2	20	-0.2	105	17	98	-3
Cc1cc(C)n(-c2nc(NCC(C)O)c3c4c(sc3n2)COC(C)(C)C4)n1 (configuration not stated)	-9	0.93	-0.4	0	-3	2.3	108	-1	103	-1
CCOC(=O)CN1CC23C=CC(O2)C(C(=O)NC2CCCCCC2)C3C1=O (configuration not stated)	2	1.1	-0.3	8	0	-0.5	98	-10	98	2
Cc1ccc(S(N)(=O)=O)cc1NC(=O)C1CC2CCC1C2 (configuration not stated)	0	1.1	0.1	9	2	-3.9	100	-14	98	-2
O=C(Oc1ccc(=O)n(-c2ccccc2)n1)c1ccc(F)cc1	24	1.1	-0.4	2	8	-1.2	78	15	100	-5
Cn1c(CNC(=O)c2ccccc2F)nnc1SCc1ccc(F)cc1	-4	0.92	-0.5	-6	-8	0.0	103	-14	103	-4
CN1C(=O)CC(N2CCN(c3ccccn3)CC2)C1=O (configuration not stated)	-1	0.93	0.0	10	3	2.2	101	-21	99	-6
O=C(Nc1cccc(Cl)c1)Nc1ccccc1NS(=O)(=O)c1cccs1	-13	0.99	-0.2	-14	8	0.5	111	-6	122	-2
Cc1ccc(CS(=O)(=O)c2ccc(C(=O)N3CCCCC3)cc2[N+](=O)[O-])cc1	7	1	-0.3	4	-9	-0.4	93	-10	104	2
CC(C)(C)NC(=O)C(c1ccccn1)N(C(=O)c1ccc2c(c1)OCCO2)C1CCCC1 (configuration not stated)	-2	1.2	-0.3	18	-2	-4.8	102	-6	93	-10
CCCCNc1nc(CC)c2c(c1C#N)CCCC2	1	1.4	-0.3	-4	8	0.2	99	-10	101	-7
NC(=O)/C=C/C(=O)Nc1ccc(Cl)cc1	0	1.1	0.1	-17	15	-2.1	99	-10	116	-1
Cc1nn2c(NCCCN3CCOCC3)c3c(nc2c1-c1ccccc1)CCC3	10	0.62	-0.2	6	0	-1.8	91	2	98	-1
Cc1c(C(=O)NCc2ccc(F)cc2)c(-c2ccccc2)nn1-c1ccccc1	7	1.1	-0.1	3	-5	0.2	94	6	104	0
O=C(c1ccc(-n2nc(C(F)(F)F)c3c2CCCC3)cc1)N1CCOCC1	3	0.81	-0.1	8	6	-0.4	96	17	99	-1
CN(C)/C=C1/C(=O)N(c2ccc([N+](=O)[O-])cc2)N=C1c1ccccc1	-49	1.8	-0.3	-12	42	-0.5	144*	10	110	-8
Cc1cccc(C)c1NC(=O)C/C(N)=N/O	3	0.98	0.0	1	9	-0.6	97	5	105	/
CCN(C(=O)CSc1nnc(-c2cccs2)o1)C1CCS(=O)(=O)C1 (configuration not stated)	3	1.2	-0.3	-10	-1	0.1	97	-7	110	0
Cc1ccc(CNC(=O)c2ccc(Cl)cc2[N+](=O)[O-])cc1	3	1.1	-0.1	3	18	18	97	-9	99	-3

New compounds follow
SMILES	STAT1 blocker	NF-kB expr up	Hsp70 act	STAT3 blocker	APP 5'UTR act	Redox H2O2 prof	STAT1 act	TLR4 MyD88 comp	STAT3 act	HMGR II inh
CCCCN1C(=O)N(C)C2NC(=O)NC21 (configuration not stated)	1	1.2	-0.2	4	9	0.6	99	3	100	0
CCOC(=O)c1cc2c(ccn2C)n1Cc1ccc(C#N)cc1	-4	1.3	-0.1	-2	-10	2.8	101	-4	108	-9
CCOc1ccccc1NC(=O)CSc1nc(N)c(C#N)cc1C#N	3	1.4	0.1	9	-6	2.1	97	7	97	-5
CCCCCCC(=O)Oc1ccc(N2C(=O)CCC2=O)cc1	6	1.4	-0.3	11	-4	-0.1	93	2	94	-4
CCn1c(CNC(=O)c2cccc(C)c2)nnc1SCC(=O)Nc1cccc(OC)c1	0	1.2	-0.4	7	-2	3.1	100	1	93	0
CCNC(=S)NNC(=O)c1cc(Br)cs1	7	1.4	-0.1	11	-11	-0.2	94	0	90	-5
C/C(=N\O)c1ccccc1C(=O)O	-1	1	-0.2	12	10	1.6	100	-8	98	-2
Cc1cc(=O)cc(C)n1-c1ccc(F)cc1F	-1	1	-0.1	8	-9	-0.4	100	14	99	0
COc1ccc(/C=C2\CCc3ccccc3C2=O)c(OC)c1OC	-4	1.7	0.0	12	59	-0.8	103	-13	92	-3
O=C(NCc1ccncc1)C12CC3CC(CC(C3)C1)C2	-3	1.2	-0.2	10	-1	-0.2	103	-23	93	0

No new results follow: entries from further up.
SMILES	STAT1 blocker	NF-kB expr up	Hsp70 act	STAT3 blocker	APP 5'UTR act	Redox H2O2 prof	STAT1 act	TLR4 MyD88 comp	STAT3 act	HMGR II inh
CCOC(=O)c1cc2c(ccn2C)n1Cc1ccc(C#N)cc1	-4	1.3	-0.1	-2	-10	2.8	101	-4	108	-9
CCOc1ccccc1NC(=O)CSc1nc(N)c(C#N)cc1C#N	3	1.4	0.1	9	-6	2.1	97	7	97	-5

The list goes on:
SMILES	STAT1 blocker	NF-kB expr up	Hsp70 act	STAT3 blocker	APP 5'UTR act	Redox H2O2 prof	STAT1 act	TLR4 MyD88 comp	STAT3 act	HMGR II inh
CCOC(=O)c1cc(CC)sc1/N=C/C1C(=O)CC(C)(C)CC1=O	-9	1.1	0.2	2	-18	-0.3	108	-3	99	-2
COc1ccc2sc(/C=C/c3ccccc3O)[n+](C)c2c1	-24	1	-0.2	8	-9	0.1	121	-6	94	-3
COc1ccccc1OCC(=O)NCc1ccco1	-2	1.1	-0.3	2	-13	1.8	102	1	101	1
Cc1cc(=O)oc(C)c1C(=O)N1CCN(Cc2ccc3c(c2)OCO3)CC1	-2	1.1	-0.2	1	6	-1.9	102	0	104	-1
CCc1nc(C)cn1S(=O)(=O)c1cc(Br)c(C)cc1OC	-3	1.2	-0.1	2	13	1.3	102	20	101	-3
Cc1cc(C(=O)CSc2nn3c(=O)c(C(C)(C)C)nnc3s2)c(C)n1C	6	1.9	0.4	5	7	-0.8	94	-17	97	0
COC(=O)CSc1[nH]c(=O)cc(C)c1C#N	-6	0.86	0.1	-2	-1	-4.8	106	-3	103	2
CC(C)(C)NC(=O)NC(=O)COC(=O)CNC(=O)C1CCCCC1	-9	1.2	-0.5	-4	26	0.1	107	11	104	-1
